HT1080NT lethal: kills 2HG-producing HT-1080-NT fibrosarcoma cells | HT-1080-NT fibrosarcoma viability, CellTiter-Glo ATP luminescence, 48 h | Potency, µM (doses to about 46.1 µM), without a hit: top-dose activity, negative = less viability, usual class: cytotoxic | 360,000 tested, 1.6% active | AID 686970;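 further: NT is the 2HG producing partner of a matched IDH1 knockdown line; potency means the concentration at half of the fitted maximal effect; 0% = DMSO-treated cells and -100% = media-only wells without cells; nearly all actives have a fitted effect of over 55% in size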
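Compounds were tested in concentration-response format on HT-1080-NT cells for 48 hours at 37 degrees C. Cell viability came from CellTiter-Glo luminescence; curves were classified by r2, response magnitude and activity.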
DRD3 agonist: agonists of human D3 dopamine receptor. max activation, %. D3R DiscoveRx beta-arrestin cells, luminescence, 90 min. P35462. 410,000 tested, 0.58% active; in the data active means max activation above about 30%; further: 0% is about no effect; mostly tested at two doses, the higher about 12 µM
Target sequence (P35462 whole entry, looked up): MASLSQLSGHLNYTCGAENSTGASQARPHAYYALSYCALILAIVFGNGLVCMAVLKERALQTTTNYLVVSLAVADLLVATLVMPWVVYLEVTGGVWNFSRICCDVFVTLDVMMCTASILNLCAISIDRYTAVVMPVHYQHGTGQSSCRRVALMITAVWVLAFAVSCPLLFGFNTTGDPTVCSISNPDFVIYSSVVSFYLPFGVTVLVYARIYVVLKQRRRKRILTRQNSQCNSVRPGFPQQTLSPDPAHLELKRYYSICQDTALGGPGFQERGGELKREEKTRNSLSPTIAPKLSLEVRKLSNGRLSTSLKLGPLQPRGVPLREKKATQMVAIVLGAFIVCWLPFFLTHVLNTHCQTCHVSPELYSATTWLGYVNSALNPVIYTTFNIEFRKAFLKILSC
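Agonist-mode cell screen: cells plated at 1500/well and incubated overnight at 37 °C, then exposed to library compounds for 90 min at 37 °C. Detection reagent was added for 30–60 min at room temperature, and luminescence was read.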
KB-V1 MDR tox: KB-V1 MDR subline cytotoxicity; Potency, µM (titrated, usually from 46.1 µM), for inactives: at the highest dose activity change, negative = cytotoxicity, actives largely listed as cytotoxic; 400,000 tested, 3.4% active; KB-V1 MDR cells viability, CellTiter-Glo, 72 h; AID 1347076; further: potency means the concentration at half of the fitted maximal effect; on the % scale 0 is the no-effect control and ±100 the full control effect; nearly all actives have a fitted effect of over 60% in size
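Cells of the MDR subline KB-V1 are plated, dosed with compound at multiple concentrations, and incubated 72 h at 37 degrees C; CellTiter-Glo is then added and luminescence read after 10 min.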
MCF10A rereplic: inducers of DNA re-replication in MCF 10A breast cells | MCF 10A DNA re-replication, Hoechst nuclear intensity, 48 h | Potency, µM (titrated, usually from 46.1 µM), without a hit: at the top dose activity, positive = re-replication, actives largely listed as activators | 350,000 tested, 2.9% active | AID 624296; further: potency means the concentration at half of the fitted maximal effect; % of control where 0% means no effect; nearly all actives have a fitted effect of over 50% in size
KB-3-1 cytotox: kills parental KB-3-1 adenocarcinoma cells; KB-3-1 viability, CellTiter-Glo ATP luminescence, 72 h; Potency, µM (highest dose often 46.1 µM), without a hit: at the highest dose activity change, negative = cytotoxic, hits mostly cytotoxic; 400,000 tested, 1.4% active; further: potency means the concentration at half of the fitted maximal effect; on the % scale 0 is the no-effect control and ±100 the full control effect; nearly all actives have a fitted effect of over 60% in size
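Cytotoxicity in the drug-sensitive parental line KB-3-1 was scored as loss of CellTiter-Glo luminescence following 72 h incubation with compound. Values come from curve fitting of normalized concentration-response data.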
SW480 rereplic: inducers of DNA re-replication in SW480 colon cancer cells | SW480 DNA re-replication, Hoechst DNA content imaging, 48 h | Potency, µM (titrated, usually from 46.1 µM), for inactives: top-dose re-replication activation, usual class: activators | 340,000 tested, 1.8% active | AID 624297; further: potency means the concentration at half of the fitted maximal effect; % of control where 0% means no effect; nearly all actives have a fitted effect of over 55% in size
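Treated cells incubate 48 hr (37 C, 5% CO2), are stained 40 min with Hoechst, and nuclear fluorescence is enumerated; a rise in nuclei with high DNA signal marks re-replication.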
HT1080 IDH1KD tx: HT-1080 IDH1 knockdown cell toxicity (counter line) | AID 686971 | 360,000 tested, 2% active | Potency, µM (highest dose often 46.1 µM), for the others: at the top dose activity, negative = toxicity, hits mostly cytotoxic | HT-1080 IDH1 knockdown viability, ATP luminescence, 48 h;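 further: potency means the concentration at half of the fitted maximal effect; 0% = DMSO wells and -100% = cell-free medium wells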
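HT-1080-IDH1KD cells (IDH1 knocked down), 750/well in RPMI with 5% FBS, treated with compound 48 h at 37 degrees C. Viability by CellTiter-Glo luminescence, normalised to DMSO and no-cell wells; concentration-response curves classed.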
HEK293 tox: cytotoxicity in counter-screen for GLP-1R inverse agonists; HEK293 cAMP-luciferase reporter cells, luminescence, 24 h; Potency, µM (series often up to 38.3 µM), inactives show top-dose activity change, negative = inhibition, actives largely listed as inhibitors; 410,000 tested, 0.13% active; AID 624418;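 further: loss of luciferase light is scored as toxicity; potency means the concentration at half of the fitted maximal effect; on the % scale 0 is the no-effect control and ±100 the full control effect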
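1536-well qHTS counterscreen of the MLSMR; 200 cells/uL, 12 h pre-incubation, 23 nL cpd, 24 h at 37 deg C 5% CO2, luciferase detection reagent, 12 min RT, luminescence. Inhibition = undesired.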
IL1B secr inh: blocks inflammasome-driven IL-1 beta release. THP-1 LPS/ATP IL-1B secretion, AlphaLISA, 16 h; hits give low values. activity change, % at 57.5 µM. 360,000 tested, 4.7% active; in the data active means activity change below about -50%; inconclusive means mostly about -30% to -49%; further: on the % scale 0 is the no-effect control and ±100 the full control effect
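THP-1 cells pretreated 1 hr with compounds (up to 57.5 uM final), then stimulated with LPS (250 ng/mL final) plus ATP (1.25 mM final); secreted IL-1B measured by AlphaLISA after 16 hr, decreased signal indicating inhibition.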
* marks the source's active call; other numbers are inactive results; ? = inconclusive; / = no result given; & = joins results of further samples; [ ] = dose if it differs, or a comment. Unless noted, the call rests on the fitted dose curve; in most records, active means well fitted curve in the direction sought with a large enough effect; inconclusive means small, poorly fitted or top-dose-only effect, or another doubt; inactive means no such curve, though single readings can be large; an effect the other way counts as inactive or inconclusive. The list is partial (hit frequency here may not be typical).

SMILES	HT1080NT lethal	DRD3 agonist	KB-V1 MDR tox	MCF10A rereplic	KB-3-1 cytotox	SW480 rereplic	HT1080 IDH1KD tx	HEK293 tox	IL1B secr inh
CO[C@H]1[C@@H](OC)CC(OC2OC(CO)C(O)C(O)C2O)/C(=C\C#N)[C@@H]1O (some centres undefined)	0%	-9	0%	1%	5%	-9%	0%	0%	0
c1cncc(C2CCCCN2)c1 (centres undefined)	1%	-2	3%	0%	3%	2%	0%	1%	9
C=CCn1c(=O)/c(=C\c2ccccn2)s/c1=C(/C#N)C(=O)NCC1CCCO1 (centres undefined)	2%	4	-18%	-1%	5%	?	8%	13%	-1
c1ccc2nc(OCCN3CC3)ccc2c1	7%	-6	-27%	?	?	?	-17%	-7%	-10
CC1C(c2ccccc2)N(C)C(c2ccccc2)CC1(O)c1ccccc1 (centres undefined)	?	-8	-6%	?	-1%	12%	?	?	-1
Cn1c(=O)oc2cc(S(=O)(=O)N3CCC(C(=O)Nc4ccc(OC(F)(F)F)cc4)CC3)ccc21	?	7	16%	2%	10%	-1%	?	-15%	24
COc1ccccc1N(CC(=O)NC1CCCC1)C(=O)c1cnn(C(C)C)c1	24%	7	-15%	21%	0%	-4%	18%	-7%	-19
CCN1C(=O)C(=C2C=C(C)N(Cc3ccco3)C(C)=C2)C(=O)N(CC)C1=S	1%	-12	-7%	13µM*	14%	?	2%	84%[activator]	19
CN1CCc2nc(SCc3cccc(Br)c3)c(C#N)cc2C1	?	-38	-14%	?	-2%	1%	?	-24%	-7
CC(C)c1ccc(C2=CC(c3ccc(C(C)C)cc3)n3nnnc3N2)cc1 (centres undefined)	/	5	-9%	/	-10%	/	/	142%[activator]	/
Cc1ccsc1C(=O)C1CCCN(Cc2cnc(N3CCCC3)s2)C1 (centres undefined)	2%	-17	-6%	14%	-5%	-67%[inhibitor]	-19%	-9%	9
O=[N+]([O-])c1ccccc1CNCCc1ccc(F)cc1	-15%	-36	-29%	-6%	3%	6%	0%	4%	-15
COc1cccc(-n2c(CN3CCN(C)CC3)nc3ccc([N+](=O)[O-])cc3c2=O)c1	2%	10	-1%	2%	3%	1%	1%	12%	0
N=C1c2ccccc2CN1NC(=O)C1CC1	-2%	-13	-5%	15%	-1%	-4%	3%	-1%[1.53 µM]	-9
CN1CCCN(C(=O)COc2ccccc2Br)CC1	-2%	1	-3%	12%	-13%	0%	1%	6%	3
O=C1CC(=O)N(c2ccc(Cl)cc2)C(=O)N1	10%	2	?	?	-5%	-2%	21%	4%	-2
CCCCCSc1cc(OC)c(CCN(C)C)cc1OC	?	-24	-24%	27%	-42%	?	?	-25%	?
CCOP(=O)(C(NC(=O)c1ccccc1Cl)=C(Cl)Cl)c1ccccc1 (centres undefined)	23%	-8	-13%	1%	-4%	0%	9%	11%	-14
O=c1oc(-c2cccc(C(F)(F)F)c2)nn1-c1ccc(C(F)(F)F)cn1	?	3	0%	?	?	-6%	15%	21%	/
CCN1CCN(c2ccc(NC(=O)c3ccc4c(c3)[nH]c(=O)n4Cc3ccc(OC)cc3)cc2)CC1	-2%	-7	0%	?	-2%	?	-7%	?	-9
CCc1ccc2nc(N3CCC(C(=O)N4CCC5(CC4)OCCO5)CC3)sc2c1	?	4	11%	?	?	-55%[inhibitor][1.84 µM]	-25%	-8%	-25
NC(=O)c1cn(C2CCCCC2)c2ccccc2c1=O	-2%	1	16%	2%	11%	8%	-6%	22%	-18
CC(C)OCCCNC(=O)c1c(N)n(Cc2cccs2)c2nc3ccccc3nc12	18µM*	6	?	1.8µM*	?	3.7µM*	?	246%[activator]	-63*
COc1ccc2c3c1O[C@H]1C(=O)CC[C@H]4[C@@H](C2)N(C)CC[C@]314	-5%	13&4	4%	-9%&-2%	0%	?	-3%	2%	-89*
O=S(=O)(c1ccc(F)cc1)N1CCCCC1c1cccnc1 (centres undefined)	2%	-3	3%	5%	-17%	6%	8%	0%	?
COc1ccc2c(c1O)-c1c(OC)c(OC)cc3c1[C@H](C2)N(C)CC3	?	0	18%	-3%	0%	-53%[inhibitor]	17%	3%	10
Cc1cc(C)cc(NC(=O)Cn2c(=O)oc3cc(S(=O)(=O)N4CCC(C)CC4)ccc32)c1	?	1	-9%	16µM*	0%	?	?	?	1
COc1ccc(C(=O)c2coc3c2C(=O)C(=O)c2ccccc2-3)cc1	?	3	0%	?	-21%	?	?	?	13
Cc1nn(-c2ccccc2)cc1/C=N/NC(N)=S	2%	10	16µM*	?	?	-3%[9.22 µM]	14%	?	0
CCOc1cc(CN2CCN(C(=O)Cc3ccccc3)CC2)ccc1OC	1%	0	?	1%	-3%	3%	-5%	-4%	0
O=C1/C(=C\c2ccc(Cl)cc2Cl)N2CCC1CC2	-9%	-5	-3%	4%	9%	-3%	-14%	8%	-12
COc1cccc(-n2c(/C=C/c3cccc(C)c3)nc3ccccc3c2=O)c1	/	3	-10%	/	0%	/	/	2%	/
CCOc1ccccc1-n1c(O)c(C=NCCCN(CC)CC)c(=O)[nH]c1=O	6%	1	-7%	-7%	8%	-2%	3%	-4%	6
Cc1cc(C)cc(-n2c(=O)[nH]c3ccccc3c2=O)c1	/	1	-4%	/	10%	/	/	3%	/
CCN1CCN(c2cc(N3CCCC3)c(F)cc2[N+](=O)[O-])CC1	-12%	-38	?	17%	-1%	-1%	1%	?	-7
COC(=O)C1=C(c2ccc(OCc3ccccc3)cc2)C[C@@H]2CC[C@H]1N2C(=O)NCc1ccc([N+](=O)[O-])cc1	-5%	5	-3%	11%	-19%	-3%	-8%	6%	?
CCOC(=O)C1CCN(/C=C2/C(=O)NC(=S)N(c3cccc(OC)c3)C2=O)CC1	-1%	0	-3%	11%	-3%	-3%	1%	5%	-16
NC1=C(Br)C(=O)c2ncccc2C1=O	3.3µM*	-13	3.7µM*	0.52µM*	2.6µM*	8.2µM*	3.3µM*	4µM*	-98*
O=C(C1CCCN(c2nnc(-n3cccc3)s2)C1)N1CCC2(CC1)OCCO2 (centres undefined)	5%	4	1%	-1%	3%	-1%	5%	-7%	0
CC(=O)N(C1=NCCCS1)c1ccccc1F	28%	5	-6%	-12%	5%	-6%	0%	-6%	0
CN1CCN(c2ccc([N+](=O)[O-])cc2Cl)CC1	-9%	-13	0%	11%	6%	-10%	-17%	-3%	-25
COC(=O)N(C)c1ccc(C(O)(C(=O)OC)C(F)(F)F)cc1 (centres undefined)	12%	4	23%	-9%	0%	-2%	14%	-21%	27
COc1ccc(Oc2ccc(/C=C/C(=O)c3ccc(O)cc3)cc2[N+](=O)[O-])cc1	23µM*	4	?	2.9µM*	-40%	7.3µM*	?	?	-100*
O=C1NC(=O)C(=Cc2cc(Cl)ccc2OCc2ccc(C(=O)O)cc2)C(=O)N1	?	-8	0%	0.92µM*	8%	?	?	-3%	76
C(#CCN1CCCC1)CN1CCCC1	3%	1	-2%	-2%	17%	-261%[inhibitor]	1%	-9%	-13
COc1ccc(CN2CCN(C(=O)Cc3ccccc3)CC2)c(OC)c1	8%	-1	-20%	?	2%	-5%	13%	-10%	4
COc1ccc(C2=NCC(=O)N(CC(=O)NCc3ccco3)c3sc4c(c32)CCCC4)cc1	?	-12	-20%	-1%	5%	1%	?	-23%	-13
CCCOP(=O)(OCCC)C(NC(=O)c1ccccc1)=C(Cl)Cl	4%	4	24%	0%	-5%	-5%	0%	-13%	5
CCCC(C)C1(CC)C(=O)NC(=Nc2ccc(F)cc2)NC1=O (centres undefined)	?	0	-1%	7%	0%	0%	?	-10%	12
Cc1c(C(=O)NCCC2=CCCCC2)oc2ccc(S(=O)(=O)N3CCC4(CC3)OCCO4)cc12	-11%	10	16µM*	?	?	24%	-27%	-23%	-66*
Cc1ccc(-n2c(/C=C/c3cccc4ccccc34)nc3ccccc3c2=O)cc1	/	1	-2%	/	24%	/	/	6%	/
Cc1cc(C)c2c(-n3cccc3)n[nH]c2n1	-1%	0	-33%	-2%	5%	8%	-1%	60%[activator]	-5
Cc1ccc(Cn2nc(C(=O)Nc3ccc(Br)cc3)cc2C)cc1	-6%	-4	-25%	30%	?	?	?	-17%	34
COC(=O)C(O)(c1ccc2c(c1)CCCN2)C(F)(F)F (centres undefined)	8%	-22	-19%	-6%	7%	-2%	-20%	-7%	-4
COc1ccc(CCNCc2sccc2C)cc1	0%	-13	-7%	13%	9%	-46%[inhibitor]	2%	3%	?
O=C1OC(c2ccc([N+](=O)[O-])cc2)=N/C1=C/N1CC2CC(C1)c1cccc(=O)n1C2 (centres undefined)	2%	1	5%	5%	-8%	-4%	-6%	1%	-29
CCOC(=O)c1cn2nc(OP(=S)(OCC)OCC)cc2nc1C	5%	2	0%	?	-6%	-4%	-1%	16%	-7
CC[C@@H](CO)NC(=O)[C@@H]1C=C2c3cccc4c3c(cn4C)C[C@H]2N(C)C1	?	-88&-80&-20	-13%&-9%	8%&10%&-1%&-1%	0%&0%	-4%&5%&7%&-10%	-2%&-24%	4%&5%	-7&0
COCCCn1c(=O)/c(=C/c2ccccc2OC(F)F)s/c1=C(\C#N)C(=O)NCCOC	2%	-2	?	29%	2%	8%	2%	6%	35
